Screens: PubChem BioAssay, National Center for Advancing Translational Sciences (NCATS)
Tau fil binding: qHTS Assay for Tau Filament Binding. Potency, µM (highest dose often 57.1 µM), inactives show at the top dose activity change, negative = inhibition. recombinant tau filaments, thioflavin S fluorescence, 15 h; filaments grown with octadecylsulfate alongside compound. 2% of 71,000 active;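 also: potency is read from the fitted curve at half-maximal effect; % is scaled to controls: 0 for no effect and ±100 for the full control effect; actives lower thioflavin S fluorescence by blocking filaments or displacing dye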
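Tau 2 uM in ThS buffer dispensed; compound added; 60 uM ODS added (finals 1 uM tau, 30 uM ODS); 15 h 37 C; fluor ex450/em510.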
Caspase-7 inhib: qHTS Assay for Allosteric/Competitive Inhibitors of Caspase-7; P55210; recombinant caspase-7, Ac-DEVD-AFC fluorescence rate; Potency, µM (doses to about 57.5 µM), for the others: at the top dose activity change, negative = inhibition, most hits filed as inhibitors; 0.02% of 75,000 active; AID 889, 2007; active = well fitted inhibition curve with a large enough effect in the main read-out, with a control signal flat, not every such curve was filed as active; inconclusive = small, poorly fitted or top-dose-only effect, or a change in a side signal; also: potency is read from the fitted curve at half-maximal effect; % of control where 0% means no effect
Target sequence (P55210 24-198 limits assumed): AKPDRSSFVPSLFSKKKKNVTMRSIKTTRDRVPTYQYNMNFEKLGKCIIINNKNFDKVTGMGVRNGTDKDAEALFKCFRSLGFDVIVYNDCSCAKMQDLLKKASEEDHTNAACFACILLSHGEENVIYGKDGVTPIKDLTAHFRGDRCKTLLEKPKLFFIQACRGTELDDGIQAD
Target sequence (P55210 207-303 limits assumed): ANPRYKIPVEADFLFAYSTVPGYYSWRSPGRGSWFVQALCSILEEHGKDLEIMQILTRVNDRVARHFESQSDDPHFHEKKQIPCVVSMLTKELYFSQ
4MU fluor: qHTS Assay for Spectroscopic Profiling in 4-MU Spectral Region | compound autofluorescence, 340/450 nm, 4-MU equivalents; active compounds read high | max dye-equivalent concentration, M | 11% of 59,000 active; in the data active = max dye-equivalent concentration above about 10 nM; inconclusive = mostly about 1.1 nM to 9.6 nM
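Compounds in 100 mM Tris, pH 8.0, incubated 15 min at room temperature, then fluorescence read at 340 nm excitation/450 nm emission. Signal converted to 4-MU dye-equivalent concentration using an on-plate six-point 4-MU standard curve.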
Casp1 inh: qHTS Assay for Allosteric/Competitive Inhibitors of Caspase-1; 0.03% of 75,000 active; Caspase-1 enzyme, Ac-WEHD-AFC fluorogenic rate; Potency, µM (top dose mostly 57.5 µM), for inactives: top-dose activity change, negative = inhibition, most hits filed as inhibitors; AID 900, 2007;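 also: potency is read from the fitted curve at half-maximal effect; plate controls were vehicle for no effect and no substrate for full effect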
Target sequence (P29466 120-297 limits assumed): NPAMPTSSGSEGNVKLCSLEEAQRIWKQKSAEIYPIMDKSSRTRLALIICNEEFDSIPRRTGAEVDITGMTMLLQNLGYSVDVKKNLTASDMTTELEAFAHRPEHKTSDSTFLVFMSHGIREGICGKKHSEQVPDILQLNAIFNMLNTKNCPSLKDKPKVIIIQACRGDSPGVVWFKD
Target sequence (P29466 317-404 limits assumed): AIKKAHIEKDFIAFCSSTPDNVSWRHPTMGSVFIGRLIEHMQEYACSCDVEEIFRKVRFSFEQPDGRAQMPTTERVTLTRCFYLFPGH
HEK293 cAMP cs: qHTS Assay for Agonists of the Thyroid Stimulating Hormone Receptor: Activators of Intracellular cAMP Concentrations in Parental HEK 293 | Potency, µM (top dose mostly 57.1 µM), inactives show at the highest dose activation, usual class: activators | 2.5% of 73,000 active | parental HEK293 CNG cAMP sensor, membrane potential fluorescence | AID 938, 2007; also: potency is read from the fitted curve at half-maximal effect; % of control where 0% means no effect; nearly all actives have a fitted effect of over 55% in size
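Parental HEK 293 cells stably expressing a cAMP-gated CNG channel were loaded with membrane potential dye containing 100 uM RO 20-1724 for 60 min. Compound added for 30 min; depolarization read as fluorescence intensity at 590 nm.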
ERK AVP block: qHTS Assay for Inhibitors of the ERK Signaling Pathway using a Homogeneous Screening Assay | Potency, µM (titrated, usually from 57.5 µM), inactives show top-dose activity, negative = inhibition, most hits filed as inhibitors | 0.99% of 72,000 active | HEK293-V1b, vasopressin-stimulated pERK AlphaScreen; also: potency is read from the fitted curve at half-maximal effect; % is scaled to controls: 0 for no effect and ±100 for the full control effect; nearly all actives have a fitted effect of over 55% in size
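HEK293 cells stably expressing V1b receptor, preincubated 30 min at 37 °C with compound, then stimulated 5 min with 25 nM vasopressin. Phospho-ERK by AlphaScreen SureFire after 5 h RT; normalized to DMSO and vasopressin; AC50 by Hill fit.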
Fluorescein fluor: qHTS Assay for Spectroscopic Profiling in Fluorescein Spectral Region; Compound autofluorescence, 480/540 nm, fluorescein-equivalent; active compounds read high; 0.91% of 59,000 active; max fluorescein-equivalent concentration, M; in the data active = max fluorescein-equivalent concentration above about 10 nM; inconclusive = between about 1.1 nM and that limit
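Values reflect compound autofluorescence, normalized to fluorescein on the same plate and reported at each tested concentration. Conditions: 100 mM Tris pH 8.0, room temperature, 15 min, excitation 480 nm, emission 540 nm.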
A350 fluor: qHTS Assay for Spectroscopic Profiling in A350 Spectral Region. Compound autofluorescence, 340/450 nm, Alexa 350 dye-equivalents; active compounds read high. 11% of 59,000 active. max dye-equivalent concentration, M; in the data active = max dye-equivalent concentration above about 10 nM; inconclusive = mostly about 1.1 nM to 9.6 nM
Texas Red fluor: qHTS Assay for Spectroscopic Profiling in Texas Red Spectral Region | AID 587, 2007 | max dye-equivalent concentration, M | 0.06% of 59,000 active | Compound fluorescence, Texas Red channel, 547/618 nm; active compounds read high; in the data active = max dye-equivalent concentration above about 10 nM; inconclusive = between about 1.1 nM and that limit
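qHTS profiling of intrinsic compound fluorescence; 100 mM Tris pH 8.0; 15 min RT; ex 547 / em 618 nm; response expressed as Texas Red dye-equivalent concentration from six-point plate standard.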
Rhodamine fluor: qHTS Assay for Spectroscopic Profiling in Rhodamine Spectral Region; 0.05% of 59,000 active; AID 594, 2007; max dye-equivalent concentration, M; Rhodamine-region fluorescence, 547/598 nm, Tris buffer; active compounds read high; in the data active = max dye-equivalent concentration above about 11 nM; inconclusive = between about 1.1 nM and that limit
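Read-out is relative fluorescence at 547 nm excitation and 598 nm emission, expressed as dye-equivalent concentration using rhodamine standards on every plate. Each compound was profiled across a concentration series after 15 min in 100 mM Tris, pH 8.0.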
Luciferase inh: qHTS Assay for Inhibitors of Firefly Luciferase. Luciferin 4-monooxygenase (Photinus pyralis), P08659. purified firefly luciferase, luminescence, 8 min. Potency, µM (doses to about 57.1 µM), without a hit: at the top dose activity change, negative = inhibition, actives largely listed as inhibitors. 2.2% of 72,000 active; also: potency is read from the fitted curve at half-maximal effect; % is scaled to controls: 0 for no effect and ±100 for the full control effect; nearly all actives have a fitted effect of over 40% in size
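Luminescence read-out after 8 min at room temperature; enzyme reaction used luciferin plus 10 uM ATP (linear range) in imidazole buffer pH 7.2 with KCl, MgCl2, Tween 20 and BSA. Each sample was run as a titration.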
The depositor's hits bear a star; i = inactive; u = inconclusive; x = not tested or not shown; [ ] = remark or other dose. Unless noted, calls follow the shape of the dose curve; as a rule, active = well fitted curve in the direction sought with a large enough effect; inconclusive = small, poorly fitted or top-dose-only effect, or another doubt; inactive = no such curve, though single readings can be large; an effect the other way counts as inactive or inconclusive. These rows are one share of the data (hit frequency here may not be typical).

SMILES	Tau fil binding	Caspase-7 inhib	4MU fluor	Casp1 inh	HEK293 cAMP cs	ERK AVP block	Fluorescein fluor	A350 fluor	Texas Red fluor	Rhodamine fluor	Luciferase inh
CCn1c(SCC(=O)Nc2cccc(C)c2)nc2c(c1=O)SC(C)C2 (stereo not given)	-13%	-3%	x	-3%	21%	x	x	x	x	x	2%
O=C(CCN1C(=O)C2C3C=CC(C3)C2C1=O)Nc1c(F)cc(F)cc1Br (stereo not given)	-6%	-1%	1.2e-08M*	0%	7%	13%	i	1.2e-08M*	i	i	2%
COCC(=O)Nc1nnc(Cc2ccc(OC)c(OC)c2)s1	4%	1%	i	0%	-1%	-22%	i	i	i	i	4%
CC(OC(=O)c1cccs1)C(=O)NCc1ccc2c(c1)OCO2 (stereo not given)	15%	1%	i	1%	13%	14%	i	i	i	i	1%
C=CCn1c(C(C)NC(=O)CC)nc2ccccc21 (stereo not given)	6%	0%	i	-4%	3%	2%	u	u	i	i	1%
COc1ccc(NC(=O)CN2C(=O)CC(C)(C)S(=O)(=O)c3ccccc32)cc1	-7%	-1%	x	2%	4%	-1%	x	x	x	x	-4%
N#Cc1c(SCC(=O)Nc2nccs2)nc2c(c1-c1ccco1)CCCC2	18%	-2%	i	-2%	20%	-6%	u	u	i	i	3%
CCCCN1C(=O)c2ccc(C(=O)Nc3cccnc3)cc2C1=O	-3%	1%	i	1%	-3%	u	i	i	i	i	-3%
CCOC(=O)c1c(C)[nH]c(C(=O)CN2CC(C)OC(C)C2)c1C (stereo not given)	7%	0%	i	3%	-11%	-21%	i	i	u	i	0%
NNS(=O)(=O)c1cc(C(=O)O)cc(C(=O)O)c1	5%[11.4 µM]	1%[11.5 µM]	i	1%[11.5 µM]	3%[11.4 µM]	-18%[11.5 µM]	u	i	i	i	1%[11.4 µM]
CCOC(=O)N1CCN(C(=O)c2cccc(OC)c2OC)CC1	-1%	1%	i	-1%	2%	-1%	i	i	i	i	0%
CC1(C)Oc2ccc(C(=O)N3CCCCC3)cc2N(CC(=O)NCc2ccccc2)C1=O	7%	2%	i	-7%	u	2%	u	i	u	i	3%
CC(=O)c1cccc(N2C(=NC(=O)C(C)C)SC3CS(=O)(=O)CC32)c1 (stereo not given)	3%	1%	i	-1%	7%	-3%	u	i	i	i	0%
COc1cccc(C2C(C(=O)c3cc4ccccc4o3)=C(O)C(=O)N2CCN(C)C)c1OC (stereo not given)	x	x	u	x	x	x	u	u	i	i	-2%[25.5 µM]
Cc1ccc(-n2nnnc2SCC(N)=O)c(C)c1	3%	1%	i	1%	2%	-23%	i	i	i	i	4%
O=C(CCNS(=O)(=O)c1ccc2c(c1)CCC(=O)N2)Nc1ccc2c(c1)OCCO2	-16%	1%	i	-3%	0%	42%	i	i	i	i	0%
CCSc1nc2c(cnn2-c2ccc(C)cc2)c(=O)[nH]1	133%	-1%	x	-3%	3%	x	x	x	x	x	-1%
COC(=O)c1sc(NC(=O)C2CCCCC2C(=O)O)c(C(=O)OC)c1C (stereo not given)	2%	1%	x	-1%	2%	u	x	x	x	x	-2%
CCSc1nnc(NC(=O)CSc2nccn2-c2cccc(C)c2C)s1	-6%	-10%	i	-8%	26%	-27%	i	i	i	i	3%
COc1ccc(OC)c(C(=O)c2ccc(C(=O)O)cc2)c1	0%	-1%	x	-12%	3%	-12%	x	x	x	x	0%

Continued, overlapping the part above by 2 compounds.
SMILES	Tau fil binding	Caspase-7 inhib	4MU fluor	Casp1 inh	HEK293 cAMP cs	ERK AVP block	Fluorescein fluor	A350 fluor	Texas Red fluor	Rhodamine fluor	Luciferase inh
CCSc1nnc(NC(=O)CSc2nccn2-c2cccc(C)c2C)s1	-6%	-10%	i	-8%	26%	-27%	i	i	i	i	3%
COc1ccc(OC)c(C(=O)c2ccc(C(=O)O)cc2)c1	0%	-1%	x	-12%	3%	-12%	x	x	x	x	0%
Cc1cc(NC(=O)c2cnccn2)no1	36%	-2%	x	-3%	-2%	-8%	x	x	x	x	-1%
COc1ccc(C2CC(c3ccco3)n3ncnc3N2)cc1 (stereo not given)	-10%	-2%	x	0%	10%	u	x	x	x	x	2%
CC1(C)CC(=O)c2c(noc2-c2ccccc2)C1	3%	2%	i	0%	7%	28%	i	i	i	i	-2%
COCCCNC(=O)c1cc2c(s1)CS(=O)(=O)C2	-2%	1%	i	3%	-6%	2%	i	i	i	i	2%
COc1ccc(C)cc1NC(=O)c1cc2c(C)nc3ccccc3c2o1	1%	0%	1.3e-07M*	1%	12%	-17%	i	1.6e-07M*	i	i	2%
COc1ccccc1CN1CCCC2(CCN(C(=O)c3ccco3)CC2)C1	17%	-1%	i	-1%	22%	-6%	i	i	i	i	0%[11.4 µM]
O=C(O)C(F)(F)C(F)(F)C(F)(F)C(F)(F)C(=O)O	-12%[11.4 µM]	0%[11.5 µM]	i	-2%[11.5 µM]	3%[11.4 µM]	1%[11.5 µM]	i	i	i	i	2%[11.4 µM]
CNC(=O)n1ccc(C(=O)N2CCCCC2)n1	13%	1%	i	1%	-12%	-1%	i	i	i	i	1%
Cc1onc(-c2ccccc2Cl)c1C(=O)Nc1cc(=O)n(C)c(=O)n1C	-4%	1%	i	-2%	0%	-8%	i	i	i	i	-2%
O=C(CSCc1ccc(Cl)cc1)c1ccco1	u	-8%	u	-3%	4%	u	u	u	i	i	-2%
CCN(C(=O)c1cn(C)c(=O)c2cc(OC)c(OC)cc12)c1ccccc1C	-4%	-1%	i	0%	14%	22%	i	i	i	i	0%
O=C(CCCCn1c(=O)[nH]c2ccsc2c1=O)NCC1CCCO1 (stereo not given)	5%	0%	i	3%	-2%	u	i	i	i	i	0%
CCOC(=O)C1=C(CSc2nc(-c3ccncc3)ccc2C#N)OC(N)=C(C#N)C1c1cccnc1 (stereo not given)	x	x	u	x	x	x	u	u	u	i	-8%[25.5 µM]
Cc1noc(C)c1C(=O)NC(C)C1CCCO1 (stereo not given)	-9%	-1%	i	1%	4%	-2%	i	i	i	i	4%
CS(=O)(=O)Nc1cccc(-c2cncnc2Nc2ccc(F)cc2)c1	0%	0%	i	-1%	u	3%	i	i	i	i	-1%[2.29 µM]
Nc1cc2c(nc3c4ccccc4c(N)cc3[n+]2-c2cccc3ccccc23)c2ccccc12 (tested in a mixture with another compound)	0.63µM*	-4%[11.5 µM]	u	0%[11.5 µM]	5%[11.4 µM]	u	u	u	u	u	-13%[11.4 µM]
COc1cccc(-c2cc(NCc3ccccc3OC)ncn2)c1	9%	-5%	i	-2%	u	-25%	i	u	i	i	-3%[2.29 µM]
CCOc1ccc(NC(C)c2cc(Cl)ccc2O)cc1 (stereo not given)	7%	-1%	i	-5%	-32%[inhibitor]	-12%	i	i	u	i	2%
CCOC(=O)c1[nH]c2ccc(OC)cc2c1NC(=O)CCN1CCN(Cc2ccccc2)CC1	x	x	5.7e-08M*	x	x	x	i	6.4e-08M*	i	i	1%[25.5 µM]
O=C(c1ccc(=O)[nH]c1)N(Cc1ccco1)C1(C(=O)NC2CCCC2)CCCCC1	-10%	-1%	u	-2%	u	15%	i	u	i	i	3%
O=C(Cn1cnc2c(cnn2-c2ccccc2)c1=O)NC1CCCC1	1%	0%	x	-4%	2%	x	x	x	x	x	0%
COc1ccc(Cn2nnnc2CN(Cc2cc3cccc(C)c3[nH]c2=O)C2CCCC2)cc1	-6%	-1%	i	-3%	u	-14%	i	i	u	i	0%
CCCCOC(=O)n1c(=O)oc2cc(S(=O)(=O)N3CCCCC3)ccc21	-15%	-3%	i	0%	6%	-18%	i	i	i	i	1%
COc1ccc(S(=O)(=O)n2c(CCN3CCOCC3)nc3ccccc32)cc1	-1%	1%	i	0%	8%	-6%	u	i	i	i	-2%
O=C(NCc1ccco1)c1ccccc1Br	4%	-1%	i	0%	7%	-16%	i	i	i	i	2%
COc1cc(OC)c(NS(=O)(=O)c2coc(C(N)=O)c2)cc1Cl	-3%	0%	x	5%	-6%	-8%	x	x	x	x	3%
CCNc1ncc2nc(CCc3ccccc3)c(=O)n(-c3ccc(OC)cc3)c2n1	300%	u	1.2e-08M*	u	u	u	i	1.5e-08M*	i	i	0%[11.4 µM]
CCOC(=O)C1=C(c2ccccc2)NC(=O)NC1c1ccc(OCC#N)c(OC)c1 (stereo not given)	16%	1%	i	-1%	22%	-5%	i	i	u	i	-1%
COc1ccc(-c2sccc2C(C)C(=O)O)cc1 (stereo not given)	8%	4%	i	-1%	4%	14%	i	i	i	i	1%
CS(=O)(=O)Nc1ccc(C(=O)NCCC2=CCCCC2)cc1	3%	-1%	i	0%	6%	0%	i	i	i	i	-5%
CC1CCN(c2c(NCc3ccc(C(=O)NCc4cccnc4)cc3)c(=O)c2=O)CC1	-3%	1%	x	0%	2%	-5%	x	x	x	x	1%
